# RAD52 anneal inh: blocks human RAD52 DNA annealing; hit rate 0.46% among 360,000; P43351; inhibition, % at 18.7 µM; recombinant RAD52 DNA annealing, FRET fluorescence;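 active = every replicate showing at least 50% inhibition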
# XiGFP reactiv: reactivates the inactive X chromosome in mouse fibroblasts; XiGFP mouse fibroblasts, % GFP-positive cells imaging, 3 d; cells co-treated with 5-aza-dC sensitizer; scaled so ellipticine positive control = 100%; activation, % at 7.58 µM; hit rate 0.055% among 360,000; AID 743238;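 active = mean normalized replicate activation at least 10% and every replicate at or above 10%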;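 note: 0% = median of on-plate neutral control wells and 100% = ellipticine 6 µM median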
#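 material = 68-5-11 XiGFP fibroblast line | medium = DMEM plus 5-aza-dC sensitizer | schedule = 3 days compound exposure | benchmarks = positive control ellipticine, 6 µM final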
# ERp5 inh: inhibitors of human ERp5. AID 651711. ERp5 insulin aggregation, absorbance 650 nm, 90 min. hit rate 0.05% among 350,000. inhibition, % at 9.99 µM;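 active = mean replicate inhibition above about 25%, with every replicate also reaching it, limit read from the data, passing the limit was not always enough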
# Target sequence (Q15084 whole entry, looked up): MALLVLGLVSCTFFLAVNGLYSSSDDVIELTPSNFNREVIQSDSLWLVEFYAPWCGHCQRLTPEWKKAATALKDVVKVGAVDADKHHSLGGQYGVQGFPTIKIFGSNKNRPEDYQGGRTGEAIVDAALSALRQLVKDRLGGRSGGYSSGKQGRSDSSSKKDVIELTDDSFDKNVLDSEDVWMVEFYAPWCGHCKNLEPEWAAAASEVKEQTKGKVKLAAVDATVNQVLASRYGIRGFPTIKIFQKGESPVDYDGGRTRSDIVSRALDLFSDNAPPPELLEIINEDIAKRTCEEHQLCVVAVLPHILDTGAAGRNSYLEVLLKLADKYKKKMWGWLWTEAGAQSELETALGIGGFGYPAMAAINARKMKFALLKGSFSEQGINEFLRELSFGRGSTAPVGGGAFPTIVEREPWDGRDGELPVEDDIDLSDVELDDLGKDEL
# esBAF inh: blocks esBAF chromatin remodeling in mouse ES cells; Bmi1-luciferase knock-in reporter, 24 h; 100% = twice the neutral-well signal; hit rate 2% among 350,000; AID 602393; reporter increase, % at 12.5 µM; in the data active = activation above about 40%;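 note: 0% = median of the plate's neutral control wells and 100% = double that signal; a rise in the Bmi1 reporter signal indicates esBAF inhibition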
# S100A4 MyoIIA: inhibitors of human S100A4 binding to myosin IIA peptide | S100A4/TAMRA-MyoIIA peptide fluorescence polarization | inhibition, % at 10.7 µM | hit rate 0.14% among 360,000;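 active = mean inhibition of at least 70% across replicates, with every replicate also reaching that level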
#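 assay system = human S100A4 monomer with TAMRA-labelled myosin IIA peptide | also added = labelled myosin peptide probe, 5 nM | incubation = 5 min between mix addition and reading | control set = DMSO and TFP controls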
# E-selectin induc: induces E-selectin expression in human endothelial cells; AID 686992; hit rate 0.37% among 260,000; activation, % at 7.58 µM; P16581; HUVEC E-selectin immunofluorescence imaging; normalized: neutral wells 0, TNF-alpha wells 100;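 active = mean E-selectin-positive cell signal at least 10% of the positive control, reached in at least 60% of replicates, without over 20% cell loss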;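 note: in these data hits start at about 27%; measured in HUVEC primary endothelial cells; signal is the percent of cells scored E-selectin positive by PE staining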
# Target sequence (P16581 whole entry, looked up): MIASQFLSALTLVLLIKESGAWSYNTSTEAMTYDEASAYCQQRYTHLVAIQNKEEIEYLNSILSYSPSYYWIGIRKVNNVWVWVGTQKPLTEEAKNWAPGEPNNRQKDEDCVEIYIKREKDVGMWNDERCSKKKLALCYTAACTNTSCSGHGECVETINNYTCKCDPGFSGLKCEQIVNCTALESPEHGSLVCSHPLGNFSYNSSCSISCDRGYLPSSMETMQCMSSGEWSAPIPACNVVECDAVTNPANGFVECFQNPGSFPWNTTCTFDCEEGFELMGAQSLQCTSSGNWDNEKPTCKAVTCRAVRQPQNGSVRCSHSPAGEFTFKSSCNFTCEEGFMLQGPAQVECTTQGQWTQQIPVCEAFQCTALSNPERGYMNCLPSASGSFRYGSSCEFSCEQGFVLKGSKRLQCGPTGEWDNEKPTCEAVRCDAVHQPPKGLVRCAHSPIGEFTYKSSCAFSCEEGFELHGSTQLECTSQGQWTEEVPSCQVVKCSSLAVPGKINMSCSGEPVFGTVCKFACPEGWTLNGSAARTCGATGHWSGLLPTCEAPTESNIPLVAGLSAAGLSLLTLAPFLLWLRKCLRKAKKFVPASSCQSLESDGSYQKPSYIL
#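 Assay system: HUVEC, human umbilical vein endothelial cells / Amount: 3,000 HUVEC/well / Controls: TNF-alpha positive control, DMSO neutral control / Compound dosing: single concentration / Medium: EGM-2 over gelatin coat / Evaluation: percent E-selectin-positive cells / Signal: immunofluorescence imaging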
# ERAP1 HTS inh: blocks human ERAP1 aminopeptidase activity | recombinant ERAP1, Leu-AMC fluorescence, 60 min | Q9NZ08 | inhibition, % at 10.7 µM | hit rate 0.15% among 340,000;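 active = mean replicate inhibition of at least 30%, or all replicates individually reaching that 30% level; inactive = mean below 30% and not every replicate reaching it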;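 note: 0% = neutral control wells and 100% = L-leucinethiol positive control wells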
# RAD54 inh: RAD54 (human) branch migration inhibition; RAD54 Holliday junction branch migration, FAM/BHQ fluorescence; hit rate 0.14% among 360,000; inhibition, % at 10.4 µM;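 active = mean normalized replicate activity at least 40 and at least half of replicates scoring 40 or more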;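 note: 0% = median of neutral control wells and 100% = median of positive control wells; inhibitors cause a drop in the FAM fluorescence signal; in these data hits start at about 50%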
# Active calls of the source: *; nt = not tested or not shown.
[1] O=C(Nc1cc(S(=O)(=O)N2CCCCC2)ccc1N1CCOCC1)c1ccc(F)cc1
[2] O=C(Oc1ccccc1F)c1ccc2c(=O)n3c(nc2c1)CCC3
[3] CC(C)(C)[S@@](=O)N1Cc2cc(C(=O)NCc3ccccc3F)nc(-c3cccc(-c4cncnc4)c3)c2[C@H]1CCO
[4] C=CS(=O)(=O)N[C@@H](CSSC[C@H](NS(=O)(=O)C=C)C(=O)OC)C(=O)OC
[5] Cc1cc(C)cc(NC(=O)CCN2C(=O)c3ccccc3C2=O)c1

assay / compound	1	2	3	4	5
RAD52 anneal inh	-2.1	-0.9	-23.9	3.7	4.0
XiGFP reactiv	-0.1	-0.1	0.0	0.1	0.0
ERp5 inh	4.8	-0.2	1.8	-1.6	0.7
esBAF inh	-3.1	nt	12.0	nt	-2.3
S100A4 MyoIIA	-0.6	41.4	-22.1	1.4	-1.9
E-selectin induc	-0.1	-2.1	nt	2.1	0.2
ERAP1 HTS inh	-1.4	1.8	-1.1	nt	-1.4
RAD54 inh	-8.1	7.6	3.9	nt	3.5

[6] Cc1ccccc1NC(=S)NCc1ccc2c(c1)cc(C)n2C
[7] C[C@@H]1CN([C@H](C)CO)S(=O)(=O)c2ccc(C#Cc3cccnc3)cc2O[C@H]1CN(C)C
[8] CC1CCCC(NC(=O)CCN2C(=O)COc3ccccc32)C1C (centres undefined)
[9] O=C(C[C@@H]1CC[C@@H]2[C@H](COC[C@H](O)CN2CC2CCCC2)O1)NCc1ccc(Cl)cc1
[10] Cc1ccc2nc3n(c(=O)c2c1)-c1cc(Cl)ccc1C(=O)NC3Cc1ccc(O)cc1 (centres undefined)

assay / compound	6	7	8	9	10
RAD52 anneal inh	-11.1	8.5	-7.8	-12.1	-17.4
XiGFP reactiv	0.0	-0.6	0.0	0.0	0.0
ERp5 inh	-6.5	4.2	1.5	-0.6	3.5
esBAF inh	11.5	-4.5	-3.1	nt	nt
S100A4 MyoIIA	35.3	-1.6	4.0	0.2	5.0
E-selectin induc	nt	-0.3	-0.1	0.1	-0.4
ERAP1 HTS inh	6.8	0.3	-2.3	0.9	0.7
RAD54 inh	2.2	4.3	11.8	nt	nt

[11] C[C@H](CO)N1C[C@H](C)[C@@H](CN(C)C(=O)Cc2ccncc2)Oc2ncc(C#CC3(O)CCCC3)cc2C1=O
[12] CCOC(=O)N1CCN(C(=O)COc2ccc3ccccc3c2Br)CC1
[13] COc1ccc(NC(=O)N(C)C[C@@H]2OCCCC[C@H](C)Oc3ccc(NS(=O)(=O)c4ccc(C)cc4)cc3C(=O)N([C@H](C)CO)C[C@@H]2C)cc1
[14] CCOC(=O)CC1(C)c2nc(NC(C)=O)sc2Cc2sc(NC(C)=O)nc21
[15] CC(C)(C)c1ccc(C(=O)Nc2ccc3c(c2)C(=O)NC3=O)cc1

assay / compound	11	12	13	14	15
RAD52 anneal inh	-11.1	-3.5	21.5	-40.8	4.7
XiGFP reactiv	-0.7	0.2	0.2	-0.1	0.0
ERp5 inh	2.4	-5.2	4.7	-3.9	-0.9
esBAF inh	-5.5	-5.5	0.7	nt	3.8
S100A4 MyoIIA	-56.6	-0.1	-11.0	3.6	-2.2
E-selectin induc	0.1	0.5	nt	-0.3	137.5*
ERAP1 HTS inh	-6.2	-1.0	6.7	-47.6	-0.6
RAD54 inh	2.2	-3.0	0.7	nt	-5.0

[16] CCOc1ccc(NC(=O)CCCn2nc(C)c3c(C)n(-c4ccccc4)nc3c2=O)cc1
[17] O=C(Cn1c(-c2ccccc2Cl)nc2ccccc21)Nc1cccc(Cl)c1
[18] O=C(Cn1c2c(c(-c3ccccc3Cl)cc1=O)CCC2)NCCCN1CCOCC1
[19] O=C(NNC(=O)C1CCN(Cc2ccccc2)CC1)c1cccs1
[20] CN(C)C(=O)C[C@@H]1C=C[C@@H](NC(=O)C2CC2)[C@H](CO)O1

assay / compound	16	17	18	19	20
RAD52 anneal inh	-5.7	-8.5	-17.5	-20.9	-2.2
XiGFP reactiv	0.1	0.0	0.0	0.5	0.4
ERp5 inh	2.2	-0.8	-3.1	-9.5	-5.9
esBAF inh	-3.4	nt	-5.0	nt	2.6
S100A4 MyoIIA	-1.0	-1.7	-5.2	-17.6	-6.3
E-selectin induc	nt	-0.5	5.4	-0.7	-0.4
ERAP1 HTS inh	3.4	0.2	-4.9	-3.8	-0.6
RAD54 inh	-1.2	nt	-1.5	nt	-8.2

[21] CC(C)NC(=S)N1CCN(c2ncccn2)CC1
[22] Cc1cc(-c2n[nH]c(=S)n2/N=C/C=C/c2ccco2)n[nH]1
[23] CCCCn1c(N)c(N(CCOC)C(=O)c2cc(CC)c(C)s2)c(=O)[nH]c1=O
[24] CCN(CC(=O)Nc1cc(Cl)ccc1OC)CC(=O)NC1CCS(=O)(=O)C1 (centres undefined)
[25] O=C(c1ccc(S(=O)(=O)Nc2ccccc2)cc1)N1CCCC(C(F)(F)F)C1 (centres undefined)

assay / compound	21	22	23	24	25
RAD52 anneal inh	-12.2	-19.9	-11.9	-7.4	-11.6
XiGFP reactiv	0.0	0.1	0.0	0.0	-0.1
ERp5 inh	-0.3	-8.6	15.2	-1.4	-1.7
esBAF inh	nt	nt	0.2	-4.4	-4.9
S100A4 MyoIIA	1.5	-7.2	-4.7	4.4	-5.2
E-selectin induc	0.0	0.1	0.8	0.2	-1.2
ERAP1 HTS inh	0.4	5.0	-2.8	-0.3	-4.2
RAD54 inh	nt	-7.1	13.3	2.8	3.1

[26] Cc1noc(C)c1NC(=O)Nc1ccc2c(c1)CC(=O)N([C@H](C)CO)C[C@H](C)[C@H](CN(C)Cc1ccc(-c3ccccc3)cc1)O2
[27] CCc1ccc(-c2ccc(SCC(=O)NCC3CCCO3)nn2)cc1 (centres undefined)
[28] CC(OC(=O)c1cccc(N2C(=O)c3ccccc3C2=O)c1)C(=O)Nc1ccc(N(C)C)cc1 (centres undefined)
[29] CC1CCCCN1C(=O)COC(=O)/C=C/c1ccc2ccccc2n1 (centres undefined)
[30] C#CCOc1nc2c(c(=O)n(C)c(=O)n2C)n1Cc1ccccc1

assay / compound	26	27	28	29	30
RAD52 anneal inh	4.8	-17.2	-24.1	-13.9	-8.4
XiGFP reactiv	-1.0	0.1	0.2	0.0	0.4
ERp5 inh	-2.6	5.9	7.3	3.7	1.9
esBAF inh	1.7	nt	nt	4.0	7.4
S100A4 MyoIIA	6.2	-0.7	-1.6	0.9	-0.2
E-selectin induc	23.0	nt	nt	nt	1.4
ERAP1 HTS inh	0.2	-0.8	-0.2	1.0	9.1
RAD54 inh	nt	nt	nt	1.0	nt

[31] Cc1ccc(CNC(=O)CCc2ccc(S(=O)(=O)NCC(C)C)cc2)cc1
[32] Cc1ccc2cccc(OCC(=O)N3CC(C)CC(C)C3)c2n1 (centres undefined)
[33] Cc1noc(C)c1NC(=O)Nc1cccc2c1O[C@@H](CN(C)C(=O)NC1CCCCC1)[C@@H](C)CN([C@@H](C)CO)C2=O
[34] Cc1oc(-c2ccc(Cl)cc2)nc1CN1CCCC(C(=O)N2CCN(C(=O)c3ccco3)CC2)C1 (centres undefined)
[35] CCCCc1nc2cc(C(=O)N3CCCC3)ccc2o1

assay / compound	31	32	33	34	35
RAD52 anneal inh	-3.6	-14.9	0.1	-16.4	-8.5
XiGFP reactiv	0.4	0.5	0.0	0.0	0.1
ERp5 inh	-1.4	-2.3	7.0	5.0	0.7
esBAF inh	nt	nt	4.2	3.1	34.5
S100A4 MyoIIA	1.4	-2.3	-0.8	0.2	2.5
E-selectin induc	0.9	2.0	0.0	0.2	nt
ERAP1 HTS inh	-1.1	4.1	-0.9	-0.1	0.6
RAD54 inh	-2.7	nt	-3.9	-4.5	12.7

[36] O=C1CCC[C@@H]2[C@H]3CCC[N+]4([O-])CCC[C@@H](CN12)[C@@H]34 (some centres undefined)
[37] N#Cc1ccc(OCc2ccc(C(=O)O)o2)cc1
[38] NC(=O)COC(=O)/C=C/c1ccc(S(=O)(=O)N2CCCCCC2)cc1
[39] C[C@H]1CN([C@@H](C)CO)C(=O)c2cc(NC(=O)C3CCCCC3)ccc2O[C@@H]1CN(C)CC1CC1
[40] Cc1nc(NCC2CC2)c2nnn(Cc3ccccc3)c2n1

assay / compound	36	37	38	39	40
RAD52 anneal inh	-5.2	-9.8	-13.5	-2.0	1.5
XiGFP reactiv	0.0	0.3	0.4	-1.2	0.3
ERp5 inh	0.7	1.9	0.4	-3.2	3.1
esBAF inh	-4.4	nt	nt	-4.1	nt
S100A4 MyoIIA	-0.7	4.4	-1.6	19.0	3.2
E-selectin induc	-0.1	-0.1	-1.1	0.1	-0.8
ERAP1 HTS inh	-5.8	-3.6	-1.1	4.0	-0.8
RAD54 inh	-1.3	nt	nt	9.0	nt

[41] O=C(O)CNS(=O)(=O)/C=C/c1ccccc1
[42] CN(C)CCCNC(=O)C[C@@H]1C=C[C@H](NC(=O)c2ccccc2F)[C@H](CO)O1
[43] COc1ccccc1-c1ccc2c(c1)[C@@H]1[C@@H](CCN1C(=O)C1CC1)[C@H](CO)N2
[44] CN(CC(=O)Nc1ccc(F)cc1)CC(=O)N1CCCCC1
[45] O=C(COC(=O)/C=C/c1ccco1)Nc1cc(S(=O)(=O)N2CCOCC2)ccc1Cl

assay / compound	41	42	43	44	45
RAD52 anneal inh	-7.2	4.9	2.7	-26.6	-5.6
XiGFP reactiv	0.0	-0.1	0.2	-0.1	-0.1
ERp5 inh	3.3	-1.5	1.1	nt	-3.1
esBAF inh	nt	-0.7	4.6	-0.9	-5.7
S100A4 MyoIIA	-3.0	-0.1	-136.4	-4.3	3.4
E-selectin induc	nt	0.0	0.1	-0.4	4.0
ERAP1 HTS inh	-0.3	4.6	2.6	1.3	0.4
RAD54 inh	nt	-2.5	-1.5	-5.7	1.9

[46] COc1ccccc1S(=O)(=O)N[C@H]1C=C[C@H](CC(=O)NCc2cccc(F)c2)O[C@H]1CO
[47] Nc1nc(SCC(=O)N2CCCc3ccccc32)[nH]c(=O)c1-c1ccccc1
[48] C/C=C/c1ccc([C@@H]2[C@H](C#N)N(C(=O)CN3CCOCC3)[C@H]2CO)cc1
[49] Cc1ccc(S(=O)(=O)Nc2ccc3c(c2)C(=O)N([C@@H](C)CO)C[C@@H](C)[C@H](CN(C)Cc2ccc4c(c2)OCO4)OCCCC[C@@H](C)O3)cc1
[50] O=C(CN1CCOCC1)N1CCCCN2[C@@H](CO)[C@@H](c3ccc(-c4ccccc4)cc3)[C@@H]2C1
[51] CN(C(=O)c1ccccc1)C(=O)c1ccccc1
[52] COc1ccc(C(=O)N/C(=C/c2cccnc2)C(=O)Nc2cccc(C(C)=O)c2)cc1OC

assay / compound	46	47	48	49	50	51	52
RAD52 anneal inh	3.4	5.1	3.3	4.1	-3.3	-13.9	-9.2
XiGFP reactiv	0.2	nt	0.3	-0.1	0.2	0.3	0.0
ERp5 inh	8.1	-71.3	3.6	-0.6	5.5	2.0	2.4
esBAF inh	1.2	14.8	-1.1	-6.0	-3.0	1.3	-0.5
S100A4 MyoIIA	6.3	-0.8	-35.9	15.9	8.1	2.3	2.9
E-selectin induc	0.0	nt	-0.6	-0.1	0.5	-0.1	-0.1
ERAP1 HTS inh	1.0	-7.7	-5.3	-3.4	2.6	0.3	2.6
RAD54 inh	-11.9	1.0	2.5	-6.3	4.4	-5.1	nt

# From PubChem BioAssay
